Bioassay records (PubChem)
ZTA counter: counter-screen for EBNA-1 inhibitors: inhibitors of Epstein-Barr virus ZTA | ZTA-DNA binding, fluorescence polarization | inhibition, % at 11 µM | hit rate 0.15% among 320,000; in the data active = inhibition above about 33%
Target sequence (P03206 whole entry, looked up): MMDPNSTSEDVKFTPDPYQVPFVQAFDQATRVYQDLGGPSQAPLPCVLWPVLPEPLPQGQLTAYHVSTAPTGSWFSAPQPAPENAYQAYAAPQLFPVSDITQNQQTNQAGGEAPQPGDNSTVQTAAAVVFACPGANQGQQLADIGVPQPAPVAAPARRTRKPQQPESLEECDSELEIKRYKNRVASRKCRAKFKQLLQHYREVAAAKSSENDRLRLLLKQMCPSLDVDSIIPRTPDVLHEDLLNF
GLD-1 RNA inh: GLD-1-TGE RNA interaction inhibition (C. elegans); inhibition, % at 5.96 µM; Q17339; hit rate 0.44% among 320,000; purified GLD-1 + fluorescein TGE RNA, fluorescence polarization;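 active = percent inhibition above a per-plate cutoff, the plate mean of test compounds plus 3 SD, cut at about 30% in these data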;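 also: 0% = DMSO wells with GLD-1 and probe and 100% = wells lacking GLD-1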
EBNA-1 inh: blocks EBNA-1 binding to DNA | EBNA-1 DNA binding, fluorescence polarization | inhibition, % at 14.8 µM | AID 1950 | hit rate 0.34% among 300,000; in the data active = inhibition above about 28%
BCLXL inh: blocks human Bcl-xL binding to Bim BH3 peptide. hit rate 0.7% among 320,000. GST-Bcl-xL / FITC-Bim BH3 peptide fluorescence polarization. inhibition, % at 10.9 µM. Q07817;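 active = inhibition above the mean of all tested compounds plus 3 SD, cutoff set per campaign, cut at about 30% in these data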;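 also: 0% = DMSO wells and 100% = unlabeled Bim-BH3 peptide competitor; inhibitors lower millipolarization by displacing the labeled peptide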
Target sequence (Q07817 whole entry, looked up): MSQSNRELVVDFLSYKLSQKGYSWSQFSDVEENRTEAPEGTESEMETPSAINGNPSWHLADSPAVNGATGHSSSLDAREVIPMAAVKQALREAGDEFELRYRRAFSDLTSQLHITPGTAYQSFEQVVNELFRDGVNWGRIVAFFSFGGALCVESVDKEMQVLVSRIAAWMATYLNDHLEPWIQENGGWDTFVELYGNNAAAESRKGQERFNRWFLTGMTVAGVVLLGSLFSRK
MEX-5 binding: C. elegans MEX-5 TCR-2 RNA binding activity; MEX-5/FITC-TCR2 RNA binding, fluorescence polarization; stronger effect = lower value; activity score (negative = inhibition of binding), % at 10 µM; hit rate 0.38% among 300,000; Q9XUB2;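 active = inhibition past about -25% in most replicates, and total fluorescence under double the plate's negative control median, limit read from the data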;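 also: 0% = DMSO and -100% = 5 µM competing unlabeled TCR2 RNA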
Yeast superoxide: lowers age-related superoxide in aged yeast cells; hit rate 0.18% among 330,000; S. cerevisiae aged cells, superoxide DHE fluorescence; stronger effect = lower value; superoxide response (% of plate mean), % at 10 µM;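 active = superoxide response under a set limit, about three screen SD below normal, cut at about 65% in these data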;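 also: yeast aged for seven days with compound at 30 °C before DHE staining; 100% = average MFI of all compound-treated wells on the plate with controls excluded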
Efflux pump inh: inhibitors of Candida antifungal efflux pumps expressed in yeast. inhibition, % at 10 µM. AID 485275. S. cerevisiae Candida pump triplex, Nile Red efflux. hit rate 0.44% among 330,000;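 active = plate passing quality check with inhibition over a set limit, or well fluorescence over plate mean plus 4 SD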;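 also: Nile Red retained in pooled yeast measured as flow cytometry median fluorescence; 0% = buffer negative control and 100% = Enniatin B positive control; higher means more Nile Red kept so more efflux inhibition; some compounds called inactive have numbers as strong as hits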
Fam108B inh: Fam108B inhibition, counter-screen for RBBP9 inhibitors | inhibition, % at 9.51 µM | AID 1947 | hit rate 0.33% among 300,000 | recombinant Fam108B, FP-Rh probe fluorescence polarization;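 active = inhibition above the screen mean inhibition plus 3 SD, computed separately per campaign, cut at about 18% in these data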;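 also: inhibitors lower polarization as less probe binds the enzyme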
MCL1 BIM primary: disrupts human MCL1 binding to BIM-BH3 peptide. Q07820. GST-MCL1 / FITC-Bim-BH3 fluorescence polarization. inhibition, % at 10.9 µM. hit rate 0.68% among 320,000. AID 2057;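 active = inhibition above the mean inhibition of all tested compounds plus 3 SD, set per campaign, cut at about 40% in these data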;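 also: 0% = DMSO wells and 100% = unlabeled Bim-BH3 peptide control; higher means more loss of mP so more displacement of Bim peptide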
Target sequence (Q07820 whole entry, looked up): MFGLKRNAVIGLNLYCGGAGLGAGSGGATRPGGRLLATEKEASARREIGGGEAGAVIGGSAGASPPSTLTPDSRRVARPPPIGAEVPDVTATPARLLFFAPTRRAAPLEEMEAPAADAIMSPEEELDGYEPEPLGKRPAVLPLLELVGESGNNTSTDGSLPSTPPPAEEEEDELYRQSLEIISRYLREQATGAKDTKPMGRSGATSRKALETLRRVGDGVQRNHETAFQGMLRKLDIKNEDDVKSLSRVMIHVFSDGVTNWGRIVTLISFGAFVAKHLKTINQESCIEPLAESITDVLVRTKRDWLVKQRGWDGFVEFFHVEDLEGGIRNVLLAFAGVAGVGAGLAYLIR
Numbers without * were called inactive; / = not tested or not shown. Some of the compounds tested. The share of hits here may be higher or lower than overall.

Structure,Yeast superoxide,ZTA counter,MCL1 BIM primary,EBNA-1 inh,Efflux pump inh,Fam108B inh,MEX-5 binding,BCLXL inh,GLD-1 RNA inh
COc1cc(C2NCc3ccccc3-n3cccc32)ccc1O (configuration not stated),89,9,7,-11,0.1,-2,0.1,2,0
CN1CCN(c2nc(N)cc(=O)[nH]2)CC1,103,7,0,-11,0.1,-1,-2.6,4,-5
CCOc1cccc(=NC2CCCCC2)c2c(C)n(C)c(C)c12,95,12,14,4,0.0,-1,-5.2,18,-9
Cc1cc(Cc2c(O)[nH]c(=S)[nH]c2=O)ccc1OC(C)C,106,-17,14,2,-0.1,2,-2.7,5,3
Cc1nc2cc(C(F)(F)F)ccc2n1C1CCN(Cc2nnnn2Cc2ccc3c(c2)OCO3)CC1,106,3,3,-20,0.3,-4,1.7,1,-2
CCOP(=O)(OCC)C(NC(=O)Cc1ccccc1)C(Cl)(Cl)Cl (configuration not stated),109,1,4,-8,0.0,2,0.0,0,11
CC(=NCc1cccnc1)c1c(O)n(-c2ccccc2C)c(=O)[nH]c1=O,109,-13,-4,-4,1.8*,-4,-0.2,-1,1
CCOc1ccc(C2SCC(=O)Nc3c2c(C)nn3C2CCOC(C)(C)C2)cc1 (configuration not stated),91,-10,1,12,-0.1,4,1.2,3,8
COC(=O)c1ccc(CC(C(=O)c2ccccc2)N(C)C)cc1 (configuration not stated),96,5,5,4,0.0,-2,2.7,5,1
COC(=O)C1=C(c2c(C)noc2C)C[C@@H]2CC[C@H]1N2C(=O)N1CCCC1,98,2,5,/,0.0,/,/,4,1
Cc1cccc(CN2CCCC(C(=O)c3cccc(OC(C)C)c3)C2)n1 (configuration not stated),93,-24,1,-1,0.0,1,-1.6,0,-3
Cc1ccc(C(C)C)c(OCC(=O)N2CCN(Cc3nc4cc([N+](=O)[O-])ccc4n3C)CC2)c1,91,7,11,-1,-0.1,3,-5.4,5,0
CC1CN(CC(=O)c2ccccc2Cl)CC(C)O1 (configuration not stated),119,-13,-11,-9,0.8,-7,-2.6,1,0
CCC1(C(=O)c2ccc(C)cc2)C2c3ccccc3OC(=O)C21C(=O)O (configuration not stated),121,11,5,0,0.5,7,-2.1,7,0
O=[N+]([O-])c1ccc(N2CCCC(C(F)(F)F)C2)c2ccncc12 (configuration not stated),101,-28,-2,-1,0.0,-3,0.0,2,5
N#Cc1ccc(OCC(=O)N2CCN(Cc3ccc4c(c3)OCO4)CC2)cc1,82,-39,0,-14,0.0,0,-2.6,2,8
CCOc1c(Cl)cc(CNCCc2c[nH]c3ccccc23)cc1OC,92,-2,4,-12,0.1,-3,0.2,0,-3
Cc1ccc(-n2c(/C=C/c3ccc4c(c3)OCO4)nc3ccccc3c2=O)cc1,104,-15,-8,-12,0.1,0,-3.0,0,1
CCc1ccc(N2C(=O)NC(=O)/C(=C\c3cccn3CCOc3ccc(C(C)C)cc3)C2=O)cc1,119,-7,-5,-7,-0.2,-2,-36*,5,-2
COC(=O)C1=C(c2ccccc2OCc2ccccc2)C[C@@H]2CC[C@H]1N2C(=O)NCCOc1ccccc1Cl,85,2,-7,/,-0.3,/,/,-1,-2
Cn1c(O)c(C=NCCCNC2CCCCC2)c(=O)n(C)c1=O,93,12,5,2,0.1,1,1.2,0,-4
C/C(=N\NC(=O)c1ccccc1Cl)c1c(O)n(C2CCCCC2)c(=O)[nH]c1=O,123,10,1,15,0.0,1,0.7,1,-12
CN1/C(=C\C=Nc2ccccc2)C(C)(C)c2ccccc21,102,7,2,10,-0.1,-14,-0.6,14,4
C[N+]1(C)CCC(OC(=O)C(c2ccccc2)c2ccccc2)CC1,103,13,-13,8,-0.1,-2,1.9,-8,1
O=C(O)C(O)(c1ccccc1)C1CCCCC1 (configuration not stated),105,-30,-1,-6,-0.1,-1,-2.3,12,8
CC(C(=O)c1ccc2ccccc2c1)N1CCCCC1 (configuration not stated),98,4,5,0,0.0,2,0.3,10,-1
CCCCn1c(=O)c(C(=O)NC(C)c2ccccc2)c(O)c2ccccc21 (configuration not stated),71,-11,11,-14,0.0,-2,-1.7,1,7
Cc1ccc(C2(O)CC(C)N(C)CC2C)cc1 (configuration not stated),97,4,3,6,0.0,0,4.6,2,9
CCOc1ccc(CC2(CCc3ccncc3)C(=O)NC(=O)NC2=O)cc1,110,8,1,-1,0.0,1,-0.9,4,4
O=C(CN1CC=C(c2ccccc2)CC1)NC(=O)NCc1ccco1,113,-12,5,-14,0.2,-2,-1.2,6,5
CC(Cc1ccccc1)NC(=O)Cc1ccc(N(C)C)cc1 (configuration not stated),99,-1,5,7,0.1,0,0.7,0,2
COC(=O)C1=Nc2ccccc2/C1=C\c1c(O)n(C)c(=O)n(C)c1=O,72,4,-9,8,0.1,-1,2.3,-2,-6
CC1(C)CN=C(Nc2nc3ccccc3s2)S1,96,-2,10,-12,-0.1,2,-0.2,0,2
Cc1cccc(C)c1OP(N)(=O)OCC(F)(F)F (configuration not stated),97,-10,3,-5,0.1,-2,-1.5,3,6
Clc1ccc(C(Cn2ccnc2)OCc2csc3c(Cl)cccc23)c(Cl)c1 (configuration not stated),126,22,0,11,0.1,-9,/,-5,3
COc1cc(-n2c(=S)[nH]c3ccccc3c2=O)c(Cl)cc1Cl,119,11,3,-7,-0.1,-4,0.6,-6,-3
Cc1ccc(-c2nn(Cc3ccccc3)cc2C(=O)O)cc1,103,0,0,-3,0.2,0,-0.4,2,10
CC1=NOC2(C)Nc3ncnn3C(c3ccccc3)C12 (configuration not stated),104,-5,-2,-1,-0.1,-3,-2.0,-3,2
COC(=O)C1=C(c2ccc(F)cc2OCc2ccccc2)C[C@@H]2CC[C@H]1N2C(=O)N1CCC(O)CC1,134,0,6,/,0.2,/,/,0,0
O=C(c1ccc(Cl)cc1)C1CCCN(Cc2ccc3c(c2)OCCO3)C1 (configuration not stated),86,8,-2,2,-0.1,2,3.1,-2,8
Cc1ccc(-c2nc3ccc(Cl)cc3n2OC(=O)N(C)C)cc1,112,-3,11,-8,0.1,-1,-1.7,8,3
CO[C@H]1CC=C2CCN3CCC4=C(CC(=O)OC4)[C@]23C1,102,-2,6,-11,0.0,3,/,1,1
COC(=O)C1=C(c2ccc(OC)c(OC)c2)C[C@@H]2CC[C@H]1N2C(=O)NC1CC1,101,3,6,/,-0.3,/,/,4,4
O=C1OC(c2ccc([N+](=O)[O-])cc2)=N/C1=C/N1CC2CC(C1)c1cccc(=O)n1C2 (configuration not stated),115,-3,-3,-3,0.1,3,-4.0,3,1
CCCNC(=O)N1CCC2(CC1)OCCO2,115,8,4,11,0.3,-3,0.1,0,4
Cn1c(O)c(Cc2ccc(OCc3ccccc3)cc2)c(=O)n(C)c1=O,95,2,-1,-15,0.1,-1,-1.6,2,0
COC1C(OC(=O)c2ccc(C)[nH]2)C(O)C(Oc2ccc3c(O)c(NC(=O)c4ccc(O)c(CC=C(C)C)c4)c(=O)oc3c2Cl)OC1(C)C (configuration not stated),88,-1,10,14,0.3,-1,/,9,5
Cc1ccc2nc(N3CCN(C)CC3)[nH]c2c1,104,1,7,-6,-0.1,-2,2.8,4,1
COc1ccc(CCn2c(O)c(C=NCCCn3ccnc3)c(=O)[nH]c2=O)cc1OC,102,20,-1,15,0.1,-1,-1.0,4,3
Cn1cc(C(=O)OCC(=O)NC2CCCC2)c2ccccc21,97,9,1,/,0.0,/,/,-6,2
Oc1ccc(CC2CC3CCN2CC3)cc1O (configuration not stated),102,-1,-8,11,-0.1,-1,-0.8,-3,1
CCC(=NCCCN1CCOCC1)c1c(O)n(-c2ccccc2C)c(=O)[nH]c1=O,102,2,1,-2,0.0,5,1.2,4,9
COc1ccc(/C=N\N=C(N)N)cc1,98,-1,-1,4,0.0,1,0.5,-2,0
Cc1ccc(C(O)(C(=O)NNC(=O)CN2CCN(C)CC2)c2ccc(C)cc2)cc1,115,17,-5,-2,0.1,-2,15,-4,-5
CC(C)(C)NC(=O)NC(=O)CN1CC=C(c2ccccc2)CC1,103,-10,-1,-3,-0.1,-1,1.3,1,-3
COC(=O)C1=C(c2c(C)noc2C)C[C@@H]2CC[C@H]1N2C(=O)NCC1CC1,99,9,7,/,-0.3,/,/,2,-6
CCOC(=O)C(O)(c1ccc(N=Cc2ccccc2O)c(C)c1)C(F)(F)F (configuration not stated),74,8,-2,8,-0.1,1,0.5,-2,1
N#Cc1c(N2CCNCC2)nc(-c2ccco2)c2c1CCCC2,98,-18,5,-6,0.0,-6,-4.8,-3,1
CCOP(=O)(OCC)C(NC(=O)c1ccccc1)C(Cl)(Cl)Cl (configuration not stated),94,-7,11,-1,0.0,1,2.5,5,-4
CSc1ncc(CN2CCCC(C(=O)c3ccccc3SC)C2)cn1 (configuration not stated),90,-8,5,-1,-0.1,-4,1.0,4,-1

(list continues)
Structure,Yeast superoxide,ZTA counter,MCL1 BIM primary,EBNA-1 inh,Efflux pump inh,Fam108B inh,MEX-5 binding,BCLXL inh,GLD-1 RNA inh
N/C(=N\[N+](=O)[O-])N1CCN(C(=O)c2ccccc2)CC1,109,-18,7,0,-0.2,4,-1.0,8,1
Clc1ccc(OCC#CCN2CCCC2)cc1,104,8,8,2,-0.1,-2,-2.7,0,4
COc1ccc(OCC(=O)N2CCN(Cc3ccc4c(c3)OCO4)CC2)cc1,68,21,-3,0,0.1,-5,0.0,-4,-1
O=C(c1ccccc1)C(CN1CCCC1)c1ccccc1 (configuration not stated),90,13,-1,4,-0.2,-1,-0.4,0,-1
COc1ccccc1-n1c(O)c(C=NCCN2CCNCC2)c(=O)[nH]c1=O,84,-20,2,-9,0.2,0,-2.0,-5,3
Cc1ccc2c(c1)C1CN(C)CCC1N2C(=O)Nc1cccc(Cl)c1 (configuration not stated),89,-2,-4,-9,0.1,10,0.9,1,0
